High-throughput results deposited in PubChem BioAssay by National Center for Advancing Translational Sciences (NCATS).
PI4K2A inh = PI4K2A (human) kinase inhibition; Q9BTU6; purified PI4K2A, ADP-Glo luminescence, 1 h; stronger effect = lower value; activity change, negative = inhibition, % at 76.9 µM; actives 0.13% (n = 420,000); AID 1346378; in the data active = activity change below about -50%; inconclusive = mostly about -30% to -49%;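 also: -100% = wells without enzyme as full effect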
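ADP-Glo luminescence measured ADP generated by PI4K2A enzyme (4 ug/mL before mixing) with 1.2 mM PI substrate (pre-mix) and 300 microM ATP (pre-mix). Tris pH7.5 buffer with MgCl2, Triton X-100; 1 h reaction at ambient temperature.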
RGS4 inh = human RGS4 inhibition; AID 504845; Potency, µM (highest dose often 114 µM), for inactives: at the highest dose activity change, negative = inhibition, hits mostly inhibitors; Transcreener GDP fluorescence polarization, RGS4-accelerated GTP hydrolysis; actives 0.039% (n = 390,000); also: potency is read from the fitted curve at half-maximal effect; % is scaled to controls: 0 for no effect and ±100 for the full control effect; nearly all actives have a fitted effect of over 75% in size; some results filed as inactive show a strong effect at the top dose
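MLSMR compounds (23 nl, pin-transferred) preincubated 10 min at room temperature with a 500nM (2x) first reagent, then RGS4 at 900nM (2x) plus Transcreener GDP mix added; fluorescence polarization (620/688 nm) read before and after 90 min at 30 °C.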
GLS inhibitor = glutaminase GLS (human) inhibition | O94925 | GLS enzymatic activity, qHTS titration | Potency, µM (top dose mostly 45.5 µM), without a hit: top-dose activity change, negative = inhibition, most hits filed as inhibitors | actives 0.21% (n = 410,000) | AID 624170; also: potency is read from the fitted curve at half-maximal effect; % is scaled to controls: 0 for no effect and ±100 for the full control effect
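Two-point fluorescence kinetic (t0, 30 min RT) for hKGA; glutamate detected via glutamate oxidase–HRP–Amplex Red. Substrate: 1 mM L-glutamine solution; buffer 45 mM KH2PO4, pH 8.2.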
JMJD2A Tudor inh = JMJD2A Tudor domain (human) inhibition | AlphaScreen JMJD2A-Tudor / H3K4me3 peptide binding | actives 4.4% (n = 390,000) | O75164 | AID 504339 | Potency, µM (titrated, usually from 114 µM), without a hit: at the top dose activity change, negative = inhibition, usual class: inhibitors; also: potency is read from the fitted curve at half-maximal effect; % is scaled to controls: 0 for no effect and ±100 for the full control effect; nearly all actives have a fitted effect of over 50% in size
G9a block = blocks human histone lysine methyltransferase G9a; Potency, µM (series often up to 102 µM), for inactives: at the top dose activity, negative = inhibition, hits mostly inhibitors; G9a H3K9 monomethylation, AlphaScreen, 2 h; Q96KQ7; actives 8.8% (n = 350,000); also: potency is read from the fitted curve at half-maximal effect; % is scaled to controls: 0 for no effect and ±100 for the full control effect; nearly all actives have a fitted effect of over 75% in size
Target sequence (Q96KQ7 913-1193 limits assumed): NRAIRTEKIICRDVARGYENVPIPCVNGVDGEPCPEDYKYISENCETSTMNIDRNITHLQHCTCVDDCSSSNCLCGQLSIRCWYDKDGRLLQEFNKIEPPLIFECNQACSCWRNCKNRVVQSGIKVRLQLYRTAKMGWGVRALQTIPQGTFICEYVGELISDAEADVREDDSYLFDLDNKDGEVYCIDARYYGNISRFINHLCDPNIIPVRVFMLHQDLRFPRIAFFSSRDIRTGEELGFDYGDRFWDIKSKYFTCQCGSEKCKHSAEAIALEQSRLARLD
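G9a (20 nM) was preincubated 15 min with compound, then reacted 2 h at room temperature with 500 nM biotin-H3K9 peptide and 20 µM SAM. Monomethyl-H3K9 detected by AlphaScreen using anti-H3K9me1 antibody.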
HP1b binding inh = HP1-beta chromodomain-methylated histone interaction inhibition. AlphaScreen HP1-beta / biotin-H3K9me3 peptide binding. Potency, µM (series often up to 114 µM), inactives show at the highest dose activity change, negative = inhibition, most hits filed as inhibitors. actives 0.56% (n = 390,000); also: potency is read from the fitted curve at half-maximal effect; nearly all actives have a fitted effect of over 70% in size; inactives centre near 23
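HP1-beta protein (50 nM final) preincubated 30 min at room temperature with biotinylated H3(1-18)K9me3 peptide (50 nM) in PBS pH 7.4, 0.01% Tween-20, then compound added for 30 min. AlphaScreen streptavidin donor/nickel chelate acceptor beads (10 ug/mL final), 30 min dark, luminescence read.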
ERG Ets-DNA blk = ERG Ets/DNA interaction inhibition. AID 624246. Potency, µM (titrated, usually from 76.9 µM), inactives show at the highest dose FP activity, negative = inhibition, most hits filed as inhibitors. P11308. actives 0.028% (n = 370,000). fluorescence polarization, His-ERG Ets domain / labelled DNA; active = well fitted inhibition curve with a large enough effect in the polarisation, with a control signal flat; inconclusive = small, poorly fitted or top-dose-only effect, or effect the other way, or a change in a side signal; inactive = no such curve, though single readings can be large or run the other way; the % refers to the polarisation;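 also: polarization taken with two DNA probes labelled with fluorescein and Texas red; potency is read from the fitted curve at half-maximal effect; % of control where 0% means no effect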
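His-tagged ERG Ets domain (1 uM in the protein solution; 300mM KCl, 50mM Tris-HCl, 1mM EDTA, 1mM DTT, pH 7.5) received compound, then a probe mix of 5 nM fluorescein-DNA and 100nM Texas-615-DNA. Fluorescence polarization was read for both dyes.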
BAZ2B inh = inhibitors of human BAZ2B bromodomain; AlphaScreen BAZ2B-H3K14Ac peptide displacement; Potency, µM (titrated, usually from 114 µM), without a hit: top-dose activity change, negative = inhibition, most hits filed as inhibitors; actives 4.4% (n = 360,000); also: potency is read from the fitted curve at half-maximal effect; % is scaled to controls: 0 for no effect and ±100 for the full control effect; nearly all actives have a fitted effect of over 60% in size
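BAZ2B (50 nM) with biotin-H3(5-23)K14Ac peptide (50 nM) in PBS pH 7.4, 0.01% Tween-20, preformed 30 min, then compound 30 min at room temperature; top concentration 110uM. AlphaScreen streptavidin donor/nickel chelate acceptor beads (10 ug/mL final), 20 min dark, signal read.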
12-LOX inh = ALOX12 (human) lipoxygenase inhibition; purified 12hLO, xylenol orange hydroperoxide absorbance; Potency, µM (titrated, usually from 108 µM), without a hit: top-dose activity change, negative = inhibition, actives largely listed as inhibitors; actives 1.1% (n = 580,000); P18054; AID 1671190; also: potency is read from the fitted curve at half-maximal effect; % is scaled to controls: 0 for no effect and ±100 for the full control effect
Target sequence (P18054 whole entry, looked up): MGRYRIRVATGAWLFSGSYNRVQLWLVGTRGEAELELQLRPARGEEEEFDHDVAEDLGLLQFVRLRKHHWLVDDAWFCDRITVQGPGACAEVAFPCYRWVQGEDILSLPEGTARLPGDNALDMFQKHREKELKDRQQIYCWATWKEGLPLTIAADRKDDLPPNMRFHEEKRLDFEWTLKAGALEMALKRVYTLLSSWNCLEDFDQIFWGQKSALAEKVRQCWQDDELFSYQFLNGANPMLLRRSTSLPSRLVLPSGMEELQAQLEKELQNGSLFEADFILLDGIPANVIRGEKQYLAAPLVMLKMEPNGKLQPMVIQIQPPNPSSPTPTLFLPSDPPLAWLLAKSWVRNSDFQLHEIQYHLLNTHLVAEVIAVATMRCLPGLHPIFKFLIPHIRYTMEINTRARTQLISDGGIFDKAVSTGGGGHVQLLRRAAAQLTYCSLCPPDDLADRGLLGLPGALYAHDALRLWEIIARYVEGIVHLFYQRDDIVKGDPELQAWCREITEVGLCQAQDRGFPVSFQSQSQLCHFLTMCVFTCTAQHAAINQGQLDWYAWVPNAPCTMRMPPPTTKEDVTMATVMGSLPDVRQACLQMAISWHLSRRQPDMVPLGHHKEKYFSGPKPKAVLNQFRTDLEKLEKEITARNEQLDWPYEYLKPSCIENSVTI
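Purified human 12hLO (150 nM final) in 25 mM Hepes, 0.01% Triton X-100, pH 7.0 was preincubated 15 min at room temperature with compound. Then 40 uM arachidonic acid was added, 30 min. Hydroperoxide was read by Fe-XO absorbance ratio 573/405 nm.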
* hit, by the source's call; ? = inconclusive; . = no result given; & = joins results of further samples; [ ] = dose if it differs, or a comment. Unless noted, calls follow the shape of the dose curve; as a rule, active = well fitted curve in the direction sought with a large enough effect; inconclusive = small, poorly fitted or top-dose-only effect, or another doubt; inactive = no such curve, though single readings can be large; an effect the other way counts as inactive or inconclusive. Some of the compounds tested. The share of hits here may be higher or lower than overall.

SMILES	PI4K2A inh	RGS4 inh	GLS inhibitor	JMJD2A Tudor inh	G9a block	HP1b binding inh	ERG Ets-DNA blk	BAZ2B inh	12-LOX inh
CC(=O)C1CCC2C3CCC4CC(=O)CCC4(C)C3C(C)(O)CC12C (configuration not stated)	-4	-4%	-10%	0%	.	27%[57 µM]	-8%	.	-1%
C/C=C(\C)C(=O)N1CC2(CC(c3cccc(NC(=O)CCCCC)c3)=NO2)C[C@@H]1C(N)=O (some centres not stated)	-3	-2%	-5%	-19%	-39%[59 µM]	13%	7%	-2%	-3%
CC1CCN(Cc2nc3c(c(=O)n(C)c(=O)n3C)n2CCCc2ccccc2)CC1	-4	-3%	3%	-6%	?	20%	5%	7%	36%[activator]
CSc1nc(-c2ccc(C)cc2)nc(C(Cl)Cl)n1	-2	0%	-1%	-14%	-6%	42%[activator]	1%	-4%	.
O=[N+]([O-])c1cnn(-c2nc(-c3ccco3)cc(C(F)(F)F)n2)c1	0	-11%	0%	1%	-7%[59 µM]	26%	-1%	-13%	-13%
C/C(=N\NC(=O)c1ccccc1O)C1C(=O)c2ccccc2C1=O	-1	-3%	.	8%	17%[12.7 µM]	23%	-6%	?	-3%
CCOC(=O)/C(C#N)=C/c1cn(CCC(=O)O)nc1-c1ccc(Br)cc1	-10	18%	0%	-21%	?	3%	7%	-18%	0%
Cc1cccc(C(CC(=O)NCc2ccco2)c2ccccc2)c1O (configuration not stated)	2	-24%[56.9 µM]	-9%	-21%	45µM*	42%[activator]	4%	?	0%
CN(C)c1nc(N2CCOCC2)nc(N(c2ccccc2)c2ccccc2)n1	4	17%	8%	-3%	?	33%	-1%	-4%	0%
O=C(NCCN1CCOCC1)c1ccc(Cl)c(Cl)c1	7	4%	1%	-4%	18%[59 µM]	37%	0%	5%	2%
O=C(c1cccc(N2C(=O)c3ccccc3C2=O)c1)N1CCCCCC1	-7	-15%	-3%	0%	22µM*	44%	-6%	?	-17%
CCn1cc(C(=O)O)c(=O)c2cc(S(=O)(=O)N3CCCCCC3)ccc21	1	1%	-10%	-2%	.	41%[activator]	15%	71µM*	-18%
O=C(CSC1=NCCN1)Nc1cccc([N+](=O)[O-])c1	-7	-17%	19%	-25%	?	1%	16%	.	0%
COc1ccc(-c2nnn(CC(=O)N(Cc3cccs3)C(C)C(=O)NC3CCCC3)n2)cc1OC (configuration not stated)	-7	-15%	-3%	-25%	-1%[59 µM]	30%	3%	5%	5%
COc1ccc(Br)cc1CNC(C)c1ccccc1 (configuration not stated)	-4	-30%	1%	-25%	-10%[59 µM]	40%[activator]	0%	-3%	11%
O=C(c1ccc(F)cc1)C(CCCCCC(CN1CCOCC1)C(=O)c1ccc(F)cc1)CN1CCOCC1 (configuration not stated)	2	7%	20%	-34%	.	3%	-12%	?	0%
CCCN1CCN(c2nc(-c3cccs3)nc3ccccc23)CC1	-5	-16%	-4%	-12%	-51%[59 µM]	7%	4%	-24%	3%
CCN(C(=O)COC(=O)c1ccc(SC)cc1OC)C1CCS(=O)(=O)C1 (configuration not stated)	1	2%	-2%	7%	.	29%	5%	.	353%[activator]
NC(=O)CSc1nnc(Cc2csc(Nc3ccccc3)n2)n1Cc1ccccc1	0	-9%	70%[activator]	?	35µM*	19%	.	4%	5%
CCOC(=O)CCc1n[nH]c(=O)[nH]c1=O	7	-33%	1%	9%	8%[12.7 µM]	35%	-1%	-2%	0%
CCN1CCN(CCCNC(=O)CCC(=O)N2CCOc3ccccc32)CC1	-3	32%	-2%	-5%	-8%	22%	0%	0%	-9%
O=C1NC(=NCc2ccccc2)S/C1=C/c1ccc(O)cc1	0	-8%	-1%	-21%	-31%[59 µM]	-13%	-8%	?	?
COCCNC(=O)CCCn1c(SCc2ccccc2C)nc2c(sc3ccccc32)c1=O	1	-1%	6%	-17%	-5%[59 µM]	53%[activator]	2%	-17%	-28%
CN(C(=O)COC(=O)c1cccc(S(=O)(=O)N2CCOCC2)c1)C1CCS(=O)(=O)C1 (configuration not stated)	-9	10%	6%	-19%	-41%	3%	-11%	8%	.
COc1ccc(-c2nnc(Nc3ccc(OCC(N)=O)cc3)c3ccccc23)cc1	2	-25%	5%	-8%	-33%[59 µM]	27%	-9%	-16%	-5%

The list continues:
SMILES	PI4K2A inh	RGS4 inh	GLS inhibitor	JMJD2A Tudor inh	G9a block	HP1b binding inh	ERG Ets-DNA blk	BAZ2B inh	12-LOX inh
O=C(Oc1ccccc1)c1cc2ccccc2oc1=O	10	13%	11%	-9%	8%	23%	-2%	-27%	59%&-15%
COc1ccc(Br)c(C(=O)Nc2cc3c(cc2N2CCCC2)n(C)c(=O)c(=O)n3C)c1	-2	-9%	-15%	-4%	?	37%	-3%	-5%	32%[activator]
COc1ccc(NS(=O)(=O)c2ccc(SC)cc2)cc1	-4	17%	13%	-12%	32%[12.7 µM]	11%	6%	12%	?
C/C(=N\NC(=S)NC(C)C)c1ccc(-n2ccnc2)cc1	3	-51%	-1%	?	35%[activator][59 µM]	17%	-9%	-24%	?
O=C1/C(=C/c2ccc(C(=O)O)cc2)CCC/C1=C\c1ccc(C(=O)O)cc1	-7	-51%	3%	-11%	-44%[59 µM]	33%	-11%	3%	-18%
COc1ccc2c(C)c(CCC(=O)NCc3ccc(Cl)cc3)c(=O)oc2c1C	-6	6%	9%	-9%	-29%[59 µM]	24%	1%	-2%	-25%
CCn1c(Cc2ccccc2)nnc1SCC(=O)Nc1ccc(OC)cc1	9	-2%	1%	-12%	15%[59 µM]	30%	-2%	8%	0%
O=C(COc1ccc(Cl)cc1)OCc1cc(=O)n2nc(C3CC3)sc2n1	4	-36%	2%	1%	23%[59 µM]	50%[activator]	0%	-4%	-21%
Cc1ccc(C)n1-c1nnc(N2CCCC(C(=O)NCc3cccc(Cl)c3)C2)s1 (configuration not stated)	4	-15%	-3%	-19%	2%[59 µM]	24%	-1%	-14%	-17%
CC(=O)NC(CCS(C)(=O)=O)C(=O)Nc1cccc(C(C)=O)c1 (configuration not stated)	2	15%	4%	4%	25µM*	23%	-2%	8%	20%
Cc1ccccc1NC(=O)N1CCN(c2ncccn2)CC1	0	-4%	-7%	-1%	-5%	42%	4%	-11%	-4%
COc1ccccc1-n1cnnc1SCc1csc(-c2ccccc2)n1	-3	-19%	-5%	-32%	-2%[59 µM]	30%	6%	-5%	475%[activator]
COc1ccc(NC(=O)C(C)SCc2ccccc2)cc1OC (configuration not stated)	1	-22%	2%	-12%	?	35%	15%	-10%	-11%
COc1ccccc1N1CCN(C(=O)C(=O)c2c(C)[nH]c3ccccc23)CC1	7	21%	3%	-30%	12%	4%[57 µM]	-11%	-16%	-12%
O=C(/C(N=Nc1cccc(C(F)(F)F)c1)=C(/O)c1cccs1)C(F)(F)F	0	-2%	-7%	50µM*	20µM*	?	40%[activator]	?	?
Cn1c(SCC(=O)N2CCN(c3ccccc3)CC2)nnc1-c1ccncc1	-3	-37%	15%	-9%	20%[59 µM]	33%	-3%	-2%	127%[activator]
COc1ccc(Br)cc1CNC(=O)c1ccc2c(c1)N(Cc1ccc(C)cc1)CCS2	1	-4%	-4%	-13%	-28%[59 µM]	26%	2%	-2%	-19%
CCC(=O)c1ccc(OCC(=O)OCC(=O)N2c3ccccc3NC(=O)C2(C)C)cc1	1	-11%	-17%	-15%	-22%[59 µM]	33%	7%	-20%	-20%
CCCCCCCC(=O)NNC(=O)c1ccc(F)cc1	1	40%	8%	-4%	37%[0.501 µM]	26%	-7%	0%	-9%
Clc1ccc(-c2c[n+](Cc3cccc(Cl)c3)c3n2CCC3)cc1	-4	-7%	5%	3%	14%[59 µM]	20%	1%	3%	0%
CC(C)C(=O)N1CCN(c2ccccc2NC(=O)c2ccc3c(c2)OCCO3)CC1	2	-16%	0%	?	.	9%[57 µM]	-2%	.	.
CC(C)(C)c1ccc(SCC(N)=O)cc1	-1	10%	6%	-13%	17%[59 µM]	10%	-12%	4%	19%
NS(=O)(=O)c1ccc(CCNC(=O)c2cc([N+](=O)[O-])ccc2N2CCCCC2)cc1	0	0%	-1%	-21%	14%	-20%	6%	-8%	?
Cc1cc(=O)oc2cc(OCC(=O)OC(C)C(=O)Nc3ccc(S(N)(=O)=O)cc3)ccc12 (configuration not stated)	2	-18%	11%	-13%	.	22%	0%	.	-20%
O=C(COc1ccc(Cl)cc1)NNC(=O)c1ccccc1C(=O)O	8	3%	2%	-8%	?	30%	-3%	-18%	91%[activator]
O=S(=O)(NC1CCCCC1Oc1ccccc1)c1ccc(Cl)cc1 (configuration not stated)	11	3%	0%	34%	36%[59 µM]	53%[activator]	?	16%	-10%
O=C(Nc1ccc(N2CCCCC2)cc1)c1cc(S(=O)(=O)N2CCOCC2)ccc1F	2	12%	2%	?	18µM*	-14%	-3%	?	2%
O=C(NNC(=O)C1CCN(c2ncccn2)CC1)c1ccc(F)cc1	-3	6%	-3%	8%	4%	28%	0%	2%	3%
